Source: PubChem BioAssay (Southern Research Specialized Biocontainment Screening Center)
PhoP GFP inhibition: PhoP regulon inhibitors, Salmonella typhi PhoP promoter GFP reporter, confirmatory (AID 1850). Salmonella Typhi PhoP-promoter GFP reporter, fluorescence, 4 h; higher % means a stronger effect. one-dose inhibition, % at 50 µM; IC50 in µM for titrated hits. 310,000 tested, 0.33% active; in the data active means a potency from the dose series; inconclusive means inhibition mostly from about 25% at the one dose, without a potency; inactive means the rest, 99 in 100 with inhibition below about 19%;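 further: 0% = induced wells with vehicle and 100% = uninduced wells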
M. tuberculosis: growth inhibition of non-replicating M. tuberculosis (AID 488890) | Mycobacterium tuberculosis non-replicating, growth inhibition; higher % means a stronger effect | inhibition, % at 25 µM; hits with a dose series show IC50 in µM | 320,000 tested, 0.39% active; in the data active means a potency from the dose series; inconclusive means inhibition mostly from about 82% at the one dose, without a potency; inactive means the rest, 99 in 100 with inhibition below about 76%;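 further: plate controls were DMSO cells for no effect and high antibiotic wells for full effect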
inhibitors of VEEV: inhibitors of VEEV TC-83 cytopathic effect, confirmation, Vero cells (AID 588727) | inhibition, % at 20 µM; hits with a dose series show IC50 in µM | Vero cells, VEEV TC-83 cytopathic effect inhibition; higher % means a stronger effect | 350,000 tested, 0.13% active; in the data active means a potency from the dose series; inconclusive means inhibition mostly from about 14% at the one dose, without a potency; inactive means the rest, 99 in 100 with inhibition below about 12%; further: strong numbers were not always called active
M. tuberculosis HTS: M. tuberculosis growth inhibition, HTS (AID 449762); 330,000 tested, 0.59% active; M. tuberculosis H37Rv growth inhibition, 7H9 media; higher % means a stronger effect; inhibition, % at 25 µM, or IC50 in µM where a hit was titrated; in the data active means a potency from the dose series; inconclusive means inhibition above about 70% without an active follow-up result;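 further: bacterial growth assessed after seven days of incubation; strong numbers were not always called active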
influenza NS1A: H1N1 influenza NS1A inhibitors, functional cell based assay (AID 504329). NS1A functional cell-based assay, percent inhibition; higher % means a stronger effect. inhibition, % at 12.5 µM, or IC50 in µM where a hit was titrated. 340,000 tested, 0.3% active; in the data active means a potency from the dose series; inconclusive means inhibition above about 27% without an active follow-up result; further: strong numbers were not always called active
Numbers without * were called inactive; i = inactive; ? = inconclusive; . = not tested or not shown.

item	SMILES	influenza NS1A	M. tuberculosis HTS	PhoP GFP inhibition	inhibitors of VEEV	M. tuberculosis
1	CN(C)C(=O)CCc1ccc2c3c([nH]c2c1)[C@]1(CCC2CCCC2)[C@@H](C(=O)N2CCOCC2)C[C@H](CC(=O)NCCN2CCOCC2)C(=O)N1CC3	8%	.	.	0.3%	.
2	CCCc1cc(=O)[nH]c(SCC(=O)Nc2oc(C)c3c(C)n[nH]c(=O)c23)n1	-7%	13%	-4%	2.3%	-10%
3	O=C(O)c1ccc2c(c1)C(=O)N(c1ncccn1)C2=O	-1%	-3%	-8%	2.4%	-3%
4	Cc1ccc(C(=O)N/N=C2\CCc3ccccc32)c(C)c1	32%	2%	-5%	0.1%	-1%
5	Cc1sc2nc3n(c(=O)c2c1C)NC(=O)CC3	4%	7%	0%	0.1%	78%
6	CCOc1cccc2sc(N(CCN(CC)CC)C(=O)c3cccc([N+](=O)[O-])c3)nc12	-9%	-5%	-9%	0.2%	-1%
7	NC(=Nc1ccccc1)Nc1ccccc1	5%	1%	-4%	0.0%	-3%
8	COc1cccc(CNCC(O)COc2ccc(C(=O)c3ccccc3)cc2)c1 (stereo not given)	0%	5%	-14%	1.1%	40%
9	CN(C)c1nc2ccccc2n(C)c1=O	4%	-3%	5%	0.6%	-1%
10	COCCN(C(=O)COC(=O)CCc1ccc(OC)cc1)c1c(N)n(Cc2ccccc2)c(=O)[nH]c1=O	-5%	-4%	0%	0.8%	1%
11	Cc1ccc(CC(SCc2ccccc2)C(=O)O)cc1C (stereo not given)	8%	17%	2%	1.2%	14%
12	CC(C(=O)c1ccc(Br)cc1)[n+]1cccc(NC(=O)c2ccccc2)c1 (stereo not given)	-12%	-2%	5%	0.2%	-8%
13	Cc1ccccc1COc1ccc(-c2nnn(CC(=O)O)n2)cc1	-4%	0%	-5%	0.4%	58%
14	CCOC(=O)C(C)/C(C)=N/NC(N)=S (stereo not given)	10%	?	-4%	0.5%	?
15	O=C(NCc1ccccc1CN1CCCC1)c1ccc(Cl)c(S(=O)(=O)N2CCCC2)c1	12%	.	.	0.9%	.
16	CC(=O)Nc1nc(-c2ccccc2)nc(-c2ccccc2OC(C)=O)n1	-3%	?	-4%	3.9%	17%
17	O=C(Cn1[nH]c(=O)c2ccccc2c1=O)Nc1cccnc1	-4%	-2%	3%	2.4%	-16%
18	CN(C)c1ccc(C2N(c3ccc(F)cc3)C(=O)C3CCCN32)cc1 (stereo not given)	7%	-2%	-11%	0.2%	18%
19	Cc1cc(C)cc(NC(=O)CSc2ccc(-c3cccs3)nn2)c1	14%	52%	-20%	2.9%	61%
20	Cc1ccc(C(C(=O)NC2CCCCC2)N2CCN(C(=O)c3ccco3)CC2)cc1 (stereo not given)	3%	-1%	-1%	6.7%	17%

Part of the list above in order of length of the SMILES, lowest first:
item	SMILES	influenza NS1A	M. tuberculosis HTS	PhoP GFP inhibition	inhibitors of VEEV	M. tuberculosis
9	CN(C)c1nc2ccccc2n(C)c1=O	4%	-3%	5%	0.6%	-1%
11	Cc1ccc(CC(SCc2ccccc2)C(=O)O)cc1C (stereo not given)	8%	17%	2%	1.2%	14%
17	O=C(Cn1[nH]c(=O)c2ccccc2c1=O)Nc1cccnc1	-4%	-2%	3%	2.4%	-16%
19	Cc1cc(C)cc(NC(=O)CSc2ccc(-c3cccs3)nn2)c1	14%	52%	-20%	2.9%	61%
15	O=C(NCc1ccccc1CN1CCCC1)c1ccc(Cl)c(S(=O)(=O)N2CCCC2)c1	12%	.	.	0.9%	.
2	CCCc1cc(=O)[nH]c(SCC(=O)Nc2oc(C)c3c(C)n[nH]c(=O)c23)n1	-7%	13%	-4%	2.3%	-10%
6	CCOc1cccc2sc(N(CCN(CC)CC)C(=O)c3cccc([N+](=O)[O-])c3)nc12	-9%	-5%	-9%	0.2%	-1%

Additional structures follow:
item	SMILES	influenza NS1A	M. tuberculosis HTS	PhoP GFP inhibition	inhibitors of VEEV	M. tuberculosis
21	OCCNc1nc2ccccc2n1CC(O)c1ccccc1 (stereo not given)	3%	0%	9%	0.4%	2%
22	Cc1ccccc1NC(=O)NC1(C(=O)NCC2CCCO2)CCCCC1 (stereo not given)	3%	-3%	10%	1.0%	-8%
23	O=S(=O)(Nc1nc(SCc2ccc(Cl)cc2)n[nH]1)c1ccc(F)cc1	.	0%	20%	1.1%	16%
24	O=C(Nc1cccc2ccccc12)NC1CCS(=O)(=O)C1 (stereo not given)	5%	-2%	2%	i	-29%
25	CC(C)CCN1CCN(C/C=C/c2ccco2)CC1CCO (stereo not given)	5%	-7%	-11%	i	14%
26	Cc1ccc(C(=O)N2CCC(n3nccc3NC(=O)Nc3cccc(F)c3)CC2)cn1	-5%	-5%	2%	3.6%	-2%
27	O=C1Nc2ccc(Br)cc2C12OCCO2	-15%	-3%	0%	1.4%	-1%
28	COC(=O)/C=C1\C(=O)N(c2nc3ccccc3s2)C(=S)N1c1ccc(F)cc1	-2%	-6%	-9%	2.4%	2%
29	COc1ccc(CCCNC(=O)C2CCC(=O)N(CC3CCCCC3)C2)cc1 (stereo not given)	7%	4%	-3%	i	-3%
30	C#CCOc1ccc(/C=C2/C(=O)ON=C2C)cc1Br	-15%	3%	14%	0.9%	7%
31	O=c1[nH]c(N/N=C/c2ccc(O)cc2)nc2ccccc12	3%	-5%	4%	11%	8%
32	Cc1cccc(C)c1NC(=O)CN(C)C(=O)CCC(=O)c1ccccc1	-14%	3%	.	1.8%	-7%
33	COc1ccc(N(C(=O)c2ccn[nH]2)C(C(=O)NC2CCCC2)c2ccc(F)cc2)cc1 (stereo not given)	-2%	-10%	-10%	1.3%	5%
34	C=CCNC(=O)c1ccc2c(c1)N(CC)C(=O)c1ccccc1S2	-6%	1%	-1%	0.8%	-4%
35	CC(C)CCN1CCN(Cc2ccon2)CC1CCO (stereo not given)	-2%	-2%	-2%	1.8%	-13%
36	CCc1nc2oc3ccc(C)cc3c(=O)c2cc1C(=O)OC	-27%	11%	10%	4.6%	-15%
37	COc1ccc(S(=O)(=O)N(C)C[C@H]2Oc3ccc(NS(=O)(=O)c4ccccc4)cc3C(=O)N([C@H](C)CO)C[C@@H]2C)cc1	-2%	6%	.	1.5%	31%
38	COc1ccc(C2C(C(N)=O)=C(C)Nc3nc(CCCO)nn32)cc1OC (stereo not given)	-3%	-11%	5%	i	-14%
39	O=C(NCc1cccnc1)C(=O)c1c[nH]c2ccccc12	-2%	-1%	-1%	6.0%	-6%
40	CCCNC(=O)c1ccc(COc2ccc(C)cc2)o1	-8%	5%	-4%	i	i

New compounds follow
item	SMILES	influenza NS1A	M. tuberculosis HTS	PhoP GFP inhibition	inhibitors of VEEV	M. tuberculosis
41	S=c1[nH]nc(-c2ccco2)n1/N=C/c1cccc(Cl)c1	-17%	5%	-5%	0.2%	-1%
42	CC(/C=C/c1ccco1)=N/NC(=O)c1ccccc1Cl	7%	5%	-1%	5.7%	.
43	Cc1cc(/C=N/NC(=O)CC2(C)OCCO2)c(C)n1-c1ccc(Cl)c(Cl)c1	6%	12%	-8%	2.2%	61%
44	CCn1nnc(NC(=O)c2cccnc2)n1	-2%	1%	-1%	i	9%
45	Cc1ccccc1CS(=O)(=O)c1ccc(C(=O)N2CCOCC2)cc1[N+](=O)[O-]	1%	-1%	-4%	7.9%	9%
46	COC(=O)c1ccc(NC(=O)CSCc2ccccc2C)cc1	0%	22%	-3%	2.2%	52%
47	COC(=O)c1ccc(OCC(O)CN(CC(C)C)CC(C)C)cc1 (stereo not given)	10%	2%	2%	i	-3%
48	COc1ccc(OC)c2sc(N(CCN(C)C)C(=O)/C=C/c3cccs3)nc12	5%	?	3%	?	67%
49	O=C(CSc1ncn(-c2ccccc2)n1)Nc1ccc2c(c1)OCCO2	6%	8%	3%	0.1%	14%
50	O=C(NCC1CC1)Nc1cccc(Cl)c1	-6%	-5%	13%	i	23%
51	COc1ccc(NC(=O)CN2CCN(CC(=O)Nc3ccccc3F)CC2)c(OC)c1	-2%	-3%	-2%	i	11%
52	Cc1csc(CN(C)C(=O)CC2C(=O)NCCN2Cc2ccc(F)c(F)c2)n1 (stereo not given)	7%	-1%	8%	0.4%	0%
53	CC(C)(C)N1CC(C(=O)Nc2ccc(S(N)(=O)=O)cc2)CC1=O (stereo not given)	-8%	7%	1%	i	15%
54	C=CCNC(=O)CCCCC(=O)NCC=C	-8%	-11%	-7%	2.9%	-1%
55	CC(=O)N1c2ccc(S(=O)(=O)NCC3CCC(C(=O)NCc4ccco4)CC3)cc2CC1C (stereo not given)	-4%	-8%	-5%	1.6%	1%
56	Cc1ccc(-c2n[nH]c(=S)n2/N=C/C=C/c2ccccc2[N+](=O)[O-])cc1	-2%	0%	-2%	5.4%	28%
57	CCN1C(=O)C(=Cc2c(C)n(CC(=O)NCC3CCCO3)c3ccccc23)C(=O)N(CC)C1=S (stereo not given)	-2%	6%	-7%	3.5%	7%
58	CC(C)C(=O)Nc1ccc(-c2nnc(-c3ccccc3)o2)cc1	-10%	6%	8%	0.5%	1%
59	CCOC(=O)Cn1nc2sc3ccccc3n2c(=O)c1=O	6%	-5%	-9%	i	10%
60	CCOC(=O)c1ccc(NC(=O)CC2S/C(=N/N=C3/NC(=O)CS3)NC2=O)cc1 (stereo not given)	2%	-2%	6%	1.5%	6%

Next structures.
item	SMILES	influenza NS1A	M. tuberculosis HTS	PhoP GFP inhibition	inhibitors of VEEV	M. tuberculosis
61	CCOC(=O)C1CCCN(CC(=O)c2ccc(F)cc2)C1 (stereo not given)	-9%	0%	-10%	0.8%	-3%
62	Cc1cc(C(=O)NC2CCCC2)c2ccccc2n1	1%	0%	5%	2.2%	-6%
63	CCOC(=O)C1=C(C)N(CC)C(=S)NC1c1ccccc1OC(F)F (stereo not given)	3%	-3%	1%	1.1%	11%
64	CCOc1ccc(N=C2Sc3nc4ccc(C)cc4cc3CN2CCOC)cc1	1%	57%	-16%	8.9%	53%
65	O=C(O)CCC(=O)Nc1ccc(S(=O)(=O)N2CCCC2)cc1	4%	-7%	-1%	1.3%	2%
66	CCOc1ccc(CNCc2ccc(C(=O)O)cc2)cc1OC	1%	-7%	0%	0.6%	5%
67	CN(C(=O)COC(=O)c1ccccc1NC(=O)c1ccco1)C1CCS(=O)(=O)C1 (stereo not given)	0%	4%	5%	0.0%	19%
68	O=C(NCC(c1ccco1)N1CCCCC1)c1ccc(S(=O)(=O)Nc2ccccc2)cc1 (stereo not given)	-2%	-5%	-9%	1.3%	8%
69	O=C(CSCc1ccc(Cl)cc1)NN=C1CCCC1	-13%	69%	13%	6.9%	11%
70	O=c1[nH]c(C2CCN(S(=O)(=O)/C=C/c3ccccc3)CC2)nc2c1nnn2Cc1ccccc1	2%	?	3%	0.2%	29%
71	O=C(Nc1ccccc1)O[C@@H]1C[C@H]2CCCC(=O)N3CC[C@@H](C1)[C@@H]23	2%	.	.	0.3%	.
72	CC(C)NC(=O)COc1coc(CN2CCN(c3ccccc3F)CC2)cc1=O	-1%	4%	-19%	i	-9%
73	Clc1ccc(OCCN2CCOCC2)cc1Cl	-7%	1%	1%	i	2%
74	CC(Sc1ccc(Cl)cc1)C(=O)NCc1ccc2c(c1)OCO2 (stereo not given)	-7%	10%	-22%	0.6%	7%
75	CSc1nc2ccc3nc(NC(=O)c4ccccc4)sc3c2s1	9%	-6%	-14%	1.5%	-2%
76	O=c1[nH]c(O)c(C=Nc2ccccc2Oc2ccccc2)c(=O)[nH]1	11%	-15%	6%	1.9%	1%
77	Cc1cccc(C(=O)Nc2ccc(C(=O)/C=C/c3ccncc3)cc2)c1	1%	?	3%	i	?
78	Cc1cc([N+](=O)[O-])ccc1NC(=O)C1CCCO1 (stereo not given)	-9%	1%	-5%	0.9%	-5%
79	Cc1cc(C)nc(Nc2n[nH]c(COc3cccc4ccccc34)n2)n1	-2%	.	.	2.0%	.
80	O=C1CC(c2ccc3c(c2)OCCO3)Oc2ccccc21 (stereo not given)	-2%	2%	-2%	1.5%	33%
81	CCCCN(C)CCNC(=O)c1cc2c(-c3ccccc3F)nn(C)c2s1	2%	10%	9%	0.0%	42%
82	O=C(CSc1ncnc2nc[nH]c12)Nc1ccccc1C(F)(F)F	4%	-8%	-7%	i	22%
